PAFAH2 inh: PAFAH2 (human) inhibition | recombinant PAFAH2, FP-rhodamine activity probe, fluorescence polarization | inhibition, % at 3.39 µM | actives 0.99% (n = 340,000);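 active = inhibition above the mean over all tested compounds plus 3 SD, cut at about 30% in these data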;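 note: inhibitors block probe labeling of enzyme so polarization drops; 0% = enzyme with DMSO and 100% = wells lacking PAFAH2 protein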
LYPLA1 counter: blocks human lysophospholipase 1, a PME1 counter-screen; O75608; recombinant LYPLA1, FP-Rh probe fluorescence polarization; inhibition, % at 5.9 µM; actives 0.16% (n = 320,000); AID 2174;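 active = inhibition above the mean of all tested compounds plus 3 SD, set per campaign, cut at about 14% in these data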;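 note: inhibitors block serine hydrolase probe labeling of LYPLA1 so polarization falls; 0% = enzyme with DMSO and 100% = wells lacking LYPLA1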
PAFAH1B2 inh: PAFAH1B2 (human) inhibition | P68402 | recombinant PAFAH1B2, FP-rhodamine activity probe, fluorescence polarization | inhibition, % at 3.39 µM | actives 1.2% (n = 340,000) | AID 492953;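 active = inhibition above the mean of all tested compounds plus 3 SD, cut at about 24% in these data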;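 note: 0% = enzyme with DMSO and 100% = wells lacking PAFAH1B2; many of its hits are not listed in these tables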
PREPL inhibitor: inhibits the human prolyl oligopeptidase-like enzyme; Q4J6C6; recombinant PREPL, fluorescence polarization activity-based probe; inhibition, % at 5.96 µM; actives 0.68% (n = 320,000); in the data active = inhibition above about 43%;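 note: 0% = enzyme with DMSO and 100% = wells lacking enzyme; many of its hits are not listed in these tables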
PAFAH1B3 inh: blocks human PAF acetylhydrolase 1B catalytic subunit 3; recombinant PAFAH1B3, FP-rhodamine probe, fluorescence polarization; inhibition, % at 3.39 µM; Q15102; AID 492972; actives 0.28% (n = 340,000);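 active = inhibition above the screen-wide average of all tested compounds plus 3 SD, cut at about 25% in these data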;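 note: 0% = enzyme with DMSO only and 100% = wells lacking PAFAH1B3 protein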
Target sequence (Q15102 whole entry, looked up): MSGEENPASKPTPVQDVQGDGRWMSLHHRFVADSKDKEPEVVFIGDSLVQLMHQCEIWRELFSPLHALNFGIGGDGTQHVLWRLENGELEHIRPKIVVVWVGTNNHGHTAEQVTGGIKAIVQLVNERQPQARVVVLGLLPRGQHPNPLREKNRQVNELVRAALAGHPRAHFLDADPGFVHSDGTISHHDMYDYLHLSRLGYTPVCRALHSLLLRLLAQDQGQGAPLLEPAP
LYPLA2 inh: blocks human lysophospholipase 2, a PME1 counter-screen. actives 0.38% (n = 320,000). recombinant LYPLA2, FP-Rh probe fluorescence polarization. AID 2177. O95372. inhibition, % at 5.9 µM;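 active = inhibition above the screen-wide mean plus 3 SD, limit set per campaign, cut at about 26% in these data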;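 note: 0% = LYPLA2 with DMSO and 100% = wells lacking LYPLA2 enzyme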
GSTO1 inh: blocks human GSTO1 in RBBP9 counter-screen | P78417 | inhibition, % at 5.96 µM | recombinant GSTO1, activity-based probe fluorescence polarization | AID 1974 | actives 1.1% (n = 300,000);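 active = inhibition above the campaign mean inhibition plus 3 SD, cut at about 35% in these data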;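 note: 0% = GSTO1-1 with DMSO and 100% = wells lacking GSTO1-1 enzyme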
Target sequence (P78417 whole entry, looked up): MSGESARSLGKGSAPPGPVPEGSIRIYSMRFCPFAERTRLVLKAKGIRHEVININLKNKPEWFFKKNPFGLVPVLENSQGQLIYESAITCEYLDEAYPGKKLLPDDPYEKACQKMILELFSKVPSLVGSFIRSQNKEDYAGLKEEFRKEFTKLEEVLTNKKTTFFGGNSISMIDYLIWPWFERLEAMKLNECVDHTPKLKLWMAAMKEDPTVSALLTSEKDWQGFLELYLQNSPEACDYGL
PAD4 inh: inhibitors of human PAD4 | Q9UM07 | recombinant PAD4, RCA probe fluorescence polarization | inhibition, % at 6.36 µM | actives 0.41% (n = 330,000) | AID 485272;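 active = percent inhibition above a cutoff equal to the mean of all tested compounds plus 3 SD, cut at about 15% in these data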;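 note: 0% = PAD4 with RCA probe and DMSO and 100% = probe without PAD4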
pPAFAH FP inh: pPAFAH (human) enzyme inhibition; recombinant pPAFAH, FP-rhodamine probe fluorescence polarization; Q13093; actives 1.5% (n = 330,000); inhibition, % at 3.39 µM;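 active = inhibition above the mean inhibition across the screen plus 3 SD, cut at about 25% in these data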;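 note: inhibitors block binding of the rhodamine activity-based probe so polarization drops; 0% = enzyme with DMSO and 100% = wells lacking pPAFAH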
Target sequence (Q13093 whole entry, looked up): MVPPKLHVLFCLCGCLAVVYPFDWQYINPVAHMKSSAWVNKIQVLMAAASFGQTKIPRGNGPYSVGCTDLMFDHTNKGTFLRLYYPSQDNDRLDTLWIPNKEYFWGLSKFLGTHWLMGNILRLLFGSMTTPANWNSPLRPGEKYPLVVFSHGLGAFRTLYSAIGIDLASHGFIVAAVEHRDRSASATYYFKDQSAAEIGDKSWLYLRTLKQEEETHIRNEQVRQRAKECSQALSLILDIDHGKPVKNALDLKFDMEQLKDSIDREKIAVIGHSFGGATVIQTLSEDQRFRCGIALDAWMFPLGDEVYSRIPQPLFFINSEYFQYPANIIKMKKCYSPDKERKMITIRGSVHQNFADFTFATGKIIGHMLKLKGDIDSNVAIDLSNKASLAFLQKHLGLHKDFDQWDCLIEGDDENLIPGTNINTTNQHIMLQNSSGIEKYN
Starred values were filed as active, the others as inactive. These rows are one share of the data; rates above refer to the full screens.

Cc1ccc(S(=O)(=O)NCCC(=O)N2CCC(C(N)=O)CC2)cc1C was read as PAFAH2 inh 3, LYPLA1 counter 3, PAFAH1B2 inh 3, PREPL inhibitor 4, PAFAH1B3 inh 7, LYPLA2 inh 6, GSTO1 inh 10, PAD4 inh 0 and pPAFAH FP inh 1.
`CCOc1ccc2nc(Cl)c(/C=C/C(=O)c3ccco3)cc2c1` gave PAFAH2 inh -13, LYPLA1 counter -6, PAFAH1B2 inh -1, PREPL inhibitor 2, PAFAH1B3 inh -15, LYPLA2 inh -1, GSTO1 inh -10, PAD4 inh 3 and pPAFAH FP inh 6.
Screening COc1ccc(Cl)cc1Nc1nc(-c2sc(NC(=O)c3ccccc3)nc2C)cs1 returned LYPLA1 counter -14, PREPL inhibitor 22, LYPLA2 inh -16, GSTO1 inh -1, PAD4 inh -10 and pPAFAH FP inh 15.
`CCOC(=S)SCc1cn2cccc(C)c2n1` gave PAFAH2 inh 3, LYPLA1 counter 1, PAFAH1B2 inh 3, PREPL inhibitor 5, PAFAH1B3 inh 7, LYPLA2 inh -2, GSTO1 inh 4, PAD4 inh 2 and pPAFAH FP inh -3.
For COc1ccc(C2/C(=C(/O)c3ccc4c(c3)CC(C)O4)C(=O)C(=O)N2CCCN2CCOCC2)cc1 (configuration not stated) the results were PAFAH2 inh -3, LYPLA1 counter -3, PAFAH1B2 inh -5, PREPL inhibitor -3, PAFAH1B3 inh 6, LYPLA2 inh 8, GSTO1 inh 1, PAD4 inh -4 and pPAFAH FP inh 5.
For COc1cc(C)ccc1OCC(=O)Nc1ccc2c(c1)OCO2 the results were PAFAH2 inh -2, LYPLA1 counter -1, PAFAH1B2 inh 4, PREPL inhibitor 7, PAFAH1B3 inh 1, LYPLA2 inh 5, PAD4 inh -7 and pPAFAH FP inh 6.
O=c1ccn(CCOc2ccc(Cl)cc2)c(=O)[nH]1 was read as PAFAH2 inh 3, LYPLA1 counter -3, PAFAH1B2 inh 4, PREPL inhibitor -7, PAFAH1B3 inh -2, LYPLA2 inh 2, GSTO1 inh 14, PAD4 inh 4 and pPAFAH FP inh -1.
For CCOc1ccc(OCC)c(NC(=O)CC2Oc3ccc(C)cc3NC2=O)c1 (configuration not stated) the results were PAFAH2 inh -3, LYPLA1 counter 1, PAFAH1B2 inh 4, PREPL inhibitor 10, PAFAH1B3 inh 5, LYPLA2 inh -1, GSTO1 inh 1, PAD4 inh 2 and pPAFAH FP inh 0.
CC(C)c1ccc(/C=C2\CC/C(=C\C=N\N(C)C)C2=O)cc1 was read as PAFAH2 inh 7, LYPLA1 counter 2, PAFAH1B2 inh 15, PREPL inhibitor 18, PAFAH1B3 inh 9, LYPLA2 inh 22, GSTO1 inh -1, PAD4 inh -1 and pPAFAH FP inh 9.
For CCCCOc1ccc(/C=C/C(=O)OCC(=O)NC(=O)NCC(C)C)cc1OCC the results were PAFAH2 inh 4, LYPLA1 counter -4, PAFAH1B2 inh 5, PREPL inhibitor -1, PAFAH1B3 inh -1, LYPLA2 inh -5, GSTO1 inh 1, PAD4 inh 0 and pPAFAH FP inh -1.
Screening CN1C(=S)SC(/[N+]([O-])=C\c2ccc(Cl)cc2)C1(C)C (configuration not stated) returned PAFAH2 inh 2, LYPLA1 counter -2, PAFAH1B2 inh 4, PREPL inhibitor 24, PAFAH1B3 inh 8, LYPLA2 inh 3, GSTO1 inh 2, PAD4 inh 1 and pPAFAH FP inh 0.
`O=C(c1ccccc1)c1ccc2nc(-c3ccco3)c(-c3ccco3)nc2c1` gave PAFAH2 inh 31*, LYPLA1 counter -2, PAFAH1B2 inh 6, PREPL inhibitor 62*, PAFAH1B3 inh 32*, LYPLA2 inh 6, GSTO1 inh 60*, PAD4 inh -14 and pPAFAH FP inh 58*.

Looked up by compound from above:
For COc1cc(C)ccc1OCC(=O)Nc1ccc2c(c1)OCO2 the results were PAFAH2 inh -2, LYPLA1 counter -1, PAFAH1B2 inh 4, PREPL inhibitor 7, PAFAH1B3 inh 1, LYPLA2 inh 5, PAD4 inh -7 and pPAFAH FP inh 6.
Cc1ccc(S(=O)(=O)NCCC(=O)N2CCC(C(N)=O)CC2)cc1C was read as PAFAH2 inh 3, LYPLA1 counter 3, PAFAH1B2 inh 3, PREPL inhibitor 4, PAFAH1B3 inh 7, LYPLA2 inh 6, GSTO1 inh 10, PAD4 inh 0 and pPAFAH FP inh 1.

Later entries
O=C(Nc1nccs1)[C@@H]1CCCN1S(=O)(=O)c1ccc(Cl)cc1 was read as PAFAH2 inh 0, PAFAH1B2 inh 6, PREPL inhibitor -2, PAFAH1B3 inh 8, PAD4 inh 0 and pPAFAH FP inh 5.
For O=C(COc1ccc2ccccc2c1)Nc1ccc(Br)cc1C(=O)O the results were PAFAH2 inh -24, LYPLA1 counter -7, PAFAH1B2 inh 4, PREPL inhibitor -9, PAFAH1B3 inh -9, LYPLA2 inh -13, GSTO1 inh -38, PAD4 inh -4 and pPAFAH FP inh -4.
CC1CN(c2nc3c(c(=O)n(Cc4ccc(Cl)cc4)c(=O)n3C)n2C)CC(C)O1 (configuration not stated) was read as PAFAH2 inh -8, LYPLA1 counter -1, PAFAH1B2 inh 2, PREPL inhibitor 15, PAFAH1B3 inh -1, LYPLA2 inh -1, GSTO1 inh -4, PAD4 inh -1 and pPAFAH FP inh 5.
Screening CN(CC(=O)Nc1ccc(F)cc1)C(=O)COC(=O)c1ccc(-c2ccccc2)cc1 returned PAFAH2 inh -1, LYPLA1 counter 0, PAFAH1B2 inh -4, PREPL inhibitor 10, PAFAH1B3 inh 0, LYPLA2 inh -2, GSTO1 inh 0, PAD4 inh -4 and pPAFAH FP inh 6.
`COc1cc(NC(=O)C2CC2)c(OC)cc1NC(=O)c1ccco1` gave PAFAH2 inh 2, LYPLA1 counter -4, PAFAH1B2 inh -4, PREPL inhibitor -7, PAFAH1B3 inh -1, LYPLA2 inh 6, GSTO1 inh 5, PAD4 inh 2 and pPAFAH FP inh 2.
Screening Cc1cc2nc(N)sc2cc1C returned PAFAH2 inh 0, LYPLA1 counter 0, PAFAH1B2 inh 6, PREPL inhibitor 13, PAFAH1B3 inh 8, LYPLA2 inh 4, GSTO1 inh 6, PAD4 inh 5 and pPAFAH FP inh 3.
Screening O=C(Nc1cccc(Cl)c1Cl)Nn1cnnc1 returned PAFAH2 inh -4, LYPLA1 counter 1, PAFAH1B2 inh -3, PREPL inhibitor -7, PAFAH1B3 inh -6, LYPLA2 inh 0, GSTO1 inh 2, PAD4 inh -8 and pPAFAH FP inh -2.
Cc1ccc(OCCCOc2cccc3cccnc23)cc1C was read as PAFAH2 inh 6, LYPLA1 counter -4, PAFAH1B2 inh -3, PREPL inhibitor 10, PAFAH1B3 inh -2, LYPLA2 inh -5, GSTO1 inh 4, PAD4 inh -6 and pPAFAH FP inh -4.
`Nc1nc(NCCCN2CCOCC2)nc(Nc2cccc(Cl)c2)c1[N+](=O)[O-]` gave PAFAH2 inh -1, LYPLA1 counter 1, PAFAH1B2 inh 5, PREPL inhibitor 3, PAFAH1B3 inh 16, LYPLA2 inh -4, GSTO1 inh 3, PAD4 inh 4 and pPAFAH FP inh 12.
CN1CCN(C(=O)c2ccc(S(=O)(=O)Nc3ccccc3)cc2)CC1 was read as PAFAH2 inh 2, LYPLA1 counter 1, PAFAH1B2 inh 5, PREPL inhibitor -1, PAFAH1B3 inh 1, LYPLA2 inh 0, PAD4 inh 1 and pPAFAH FP inh 25*.
Screening O=C(Nc1ccc2c(c1)OCO2)c1ccc(CO)cc1 returned PAFAH2 inh 1, LYPLA1 counter 0, PAFAH1B2 inh -2, PREPL inhibitor 1, PAFAH1B3 inh 3, LYPLA2 inh -4, PAD4 inh 1 and pPAFAH FP inh 1.
COCCn1c(SC(C)C(=O)NC2CC2)nnc1-c1cccc(C)c1 (configuration not stated) was read as PAFAH2 inh 7, LYPLA1 counter -2, PAFAH1B2 inh 9, PREPL inhibitor 14, PAFAH1B3 inh 5, LYPLA2 inh 5, GSTO1 inh 13, PAD4 inh 7 and pPAFAH FP inh -1.
For CC(C)(C)c1ccc(C2(C)NC(=O)N(CC(=O)Nc3ccc4c(c3)OCO4)C2=O)cc1 (configuration not stated) the results were PAFAH2 inh 10, LYPLA1 counter -2, PAFAH1B2 inh 1, PREPL inhibitor 15, PAFAH1B3 inh 5, LYPLA2 inh 0, GSTO1 inh 6, PAD4 inh 4 and pPAFAH FP inh 13.
O=C(Nc1cc(C(F)(F)F)ccc1N1CCOCC1)c1ccc(Br)o1 was read as PAFAH2 inh -1, LYPLA1 counter 1, PAFAH1B2 inh -6, PREPL inhibitor 1, PAFAH1B3 inh 9, LYPLA2 inh -6, GSTO1 inh -1, PAD4 inh 3 and pPAFAH FP inh -2.
Screening COC(=O)c1ccc(OC(=O)/C=C/c2ccco2)cc1 returned PAFAH2 inh 26, LYPLA1 counter 2, PAFAH1B2 inh 6, PREPL inhibitor 21, PAFAH1B3 inh 6, LYPLA2 inh -2, GSTO1 inh 1, PAD4 inh -2 and pPAFAH FP inh 5.
For Cc1ccc(C)c(S(=O)(=O)N2CCN(C(=O)Cn3c(C(F)(F)F)nc4ccccc43)CC2)c1 the results were PAFAH2 inh 4, LYPLA1 counter 2, PAFAH1B2 inh -2, PREPL inhibitor -3, PAFAH1B3 inh 14, LYPLA2 inh 1, GSTO1 inh 14, PAD4 inh -6 and pPAFAH FP inh -2.
For O=C1N(C2CCCC2)C[C@@H]2C[C@@H](c3cn[nH]c3-c3ccc(Cl)cc3)N3CCC[C@@]123 the results were PAFAH2 inh 1, LYPLA1 counter -4, PAFAH1B2 inh 3, PREPL inhibitor 9, PAFAH1B3 inh 9, LYPLA2 inh -1, GSTO1 inh 4, PAD4 inh -3 and pPAFAH FP inh -1.
For CC1(C)NC(=O)N(CC(=O)Nc2nc(-c3ccc(F)cc3)cs2)C1=O the results were PAFAH2 inh -1, LYPLA1 counter -3, PAFAH1B2 inh 3, PREPL inhibitor -1, PAFAH1B3 inh 0, LYPLA2 inh -6, GSTO1 inh -5, PAD4 inh 2 and pPAFAH FP inh 6.
`CC(=O)c1ccc(NC(=S)Nc2ccn(Cc3ccc(Br)cc3)n2)cc1` gave PAFAH2 inh 1, LYPLA1 counter -4, PAFAH1B2 inh 1, PREPL inhibitor 13, PAFAH1B3 inh 7, LYPLA2 inh -4, GSTO1 inh -21, PAD4 inh -3 and pPAFAH FP inh 7.
For O=C(Nc1ccc(F)cc1Cl)c1ccc2c(=O)n3c(nc2c1)CCCCC3 the results were PAFAH2 inh 9, LYPLA1 counter 1, PAFAH1B2 inh 0, PREPL inhibitor 2, PAFAH1B3 inh 4, LYPLA2 inh 0, GSTO1 inh -5, PAD4 inh 1 and pPAFAH FP inh 1.
Cc1cc(C)c(S(=O)(=O)Nc2ccc(N3CCOCC3)cc2)c(C)c1 was read as PAFAH2 inh 10, LYPLA1 counter 0, PAFAH1B2 inh 7, PREPL inhibitor -8, PAFAH1B3 inh 4, LYPLA2 inh 0, GSTO1 inh 2, PAD4 inh -3 and pPAFAH FP inh -8.
COc1cccc(NC(=O)CN(C)C(=O)c2ccc(-c3cccc(C(F)(F)F)c3)o2)c1 was read as PAFAH2 inh 0, LYPLA1 counter -7, PAFAH1B2 inh 1, PREPL inhibitor -2, PAFAH1B3 inh -4, LYPLA2 inh -4, GSTO1 inh -3, PAD4 inh 4 and pPAFAH FP inh 7.
`COc1ccccc1/C=N/n1cnnc1` gave PAFAH2 inh 3, LYPLA1 counter 0, PAFAH1B2 inh 2, PREPL inhibitor 2, PAFAH1B3 inh 5, LYPLA2 inh -1, GSTO1 inh 2, PAD4 inh 8 and pPAFAH FP inh 0.

Screens (PubChem)
